# Bioassay records deposited in PubChem BioAssay by several laboratories.
# proCasp3 act – procaspase-3 (human) activation; actives 0.11% (n = 330,000); recombinant procaspase-3 D3A, Ac-DEVD-pNA absorbance 405 nm; activation, % at 8.5 µM; P42574;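 active = activation above the mean of all tested compounds plus 3 SD, cut at about 21% in these data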;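 also: 0% = DMSO alone and 100% = DMSO wells spiked with extra 5 µM PC-3 D3A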
# Target sequence (P42574 whole entry D9A/D28A/D175A): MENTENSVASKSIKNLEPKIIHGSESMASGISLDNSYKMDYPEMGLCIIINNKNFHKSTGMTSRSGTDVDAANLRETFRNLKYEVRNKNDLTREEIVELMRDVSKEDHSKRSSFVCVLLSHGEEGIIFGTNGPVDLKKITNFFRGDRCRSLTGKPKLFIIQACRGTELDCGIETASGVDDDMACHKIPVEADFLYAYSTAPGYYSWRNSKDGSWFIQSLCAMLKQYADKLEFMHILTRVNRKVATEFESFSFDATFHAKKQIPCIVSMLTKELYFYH
#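 Compound: 8.5 µM single point, 0.8% DMSO / Material: Autoprocessing-dead procaspase-3 D3A mutant enzyme / Timing: 1 h preincubation plus 2 h reaction at 25 °C / Medium: Zinc-free HEPES/NaCl buffer with 0.01% Triton X-100 at pH 7.4 / Technique: 405 nm absorbance of p-nitroaniline, reads at 0 and 120 min / Repeats: one well per compound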
# procasp7 counter – counter-screen: procaspase-7 (human) activation; recombinant procaspase-7, Ac-DEVD-pNA absorbance 405 nm; D23A/D198A/D206A triple mutant, cannot self-cleave; scale: DMSO 0, 5 µM enzyme 100; activation, % at 8.5 µM; actives 0.093% (n = 330,000);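 active = percent activation above the screen-wide mean plus 3 SD, cut at about 25% in these data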
# Target sequence (P55210 whole entry D23A/D198A/D206A): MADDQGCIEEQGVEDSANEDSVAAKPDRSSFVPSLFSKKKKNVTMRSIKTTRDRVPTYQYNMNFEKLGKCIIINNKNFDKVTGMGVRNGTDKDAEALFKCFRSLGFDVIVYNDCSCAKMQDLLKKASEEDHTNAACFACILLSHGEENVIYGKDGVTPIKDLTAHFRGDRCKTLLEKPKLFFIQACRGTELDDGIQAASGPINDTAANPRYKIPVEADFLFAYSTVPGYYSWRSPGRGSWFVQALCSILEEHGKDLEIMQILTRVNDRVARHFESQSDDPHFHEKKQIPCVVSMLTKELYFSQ
#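 buffer or medium = Zinc-free HEPES/NaCl buffer, pH 7.4 | material = Procaspase-7 triple mutant (PC-7 D3A) | input = 2 µM procaspase-7 mutant as dispensed | signal = Epi-absorbance of released pNA at 405 nm, two timepoints | timing = 1 h preincubation, 2 h reaction | replicates = singlicate compound testing | evaluation = % activation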
# AHR act – human AHR activation. activation, % at 5 µM. actives 2.5% (n = 320,000). P35869. AHR-responsive luciferase reporter cells, luminescence; in the data active = activation above about 47%;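 also: 0% = vehicle wells and 100% = reference agonist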
# MEP2-GFP yeast – alters MEP2-GFP fluorescence in TOR pathway yeast screen. S. cerevisiae MEP2-GFP strain, flow cytometry GFP, 3 h; 100% = DMSO control level. GFP response vs DMSO, % at 10 µM. actives 0.51% (n = 330,000). AID 2016;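 active = GFP response versus DMSO above a set limit, roughly screen mean plus 3 SD, cut at about 180% in these data; inconclusive = fewer than 70 cells counted for a yeast strain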;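 also: median GFP fluorescence of the barcode-gated MEP2-GFP cells per well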
# CIT2-GFP yeast – yeast TOR pathway CIT2-GFP modulation; actives 0.065% (n = 320,000); GFP response vs DMSO, % at 10 µM; AID 2029; S. cerevisiae CIT2-GFP strain, flow cytometry, 3 h; 100 means same as DMSO wells;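 active = GFP response relative to DMSO above a set limit, near the screen mean plus 3 SD, cut at about 150% in these data; inconclusive = Fewer than 70 cells measured for a yeast strain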;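 also: ratio of well median GFP fluorescence to mean of DMSO wells on the plate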
# RPL19A TOR yeast – modulators of TOR pathway RPL19A-GFP in S. cerevisiae | S. cerevisiae RPL19A-GFP strain, flow cytometry, 3 h; stronger effect = lower value | percent response vs DMSO, % at 10 µM | actives 0.3% (n = 330,000);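 active = percent response vs DMSO below 50%; inconclusive = fewer than 70 events counted for the yeast strain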;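 also: median channel GFP fluorescence of the barcoded RPL19A-GFP strain; ratio of sample median GFP to plate DMSO average so 100% = DMSO; lower means less RPL19A-GFP as with rapamycin TOR inhibition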
# AGP1 TOR yeast – yeast TOR pathway AGP1-GFP modulation; actives 0.02% (n = 320,000); S. cerevisiae AGP1-GFP multiplex flow cytometry, 3 h; GFP as percent of DMSO wells; GFP response vs DMSO, % at 10 µM;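 active = GFP response relative to DMSO above a set limit, near screen average plus 3 SD, cut at about 150% in these data; inconclusive = fewer than 70 cells counted for the yeast strain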;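 also: median GFP channel fluorescence of the gated AGP1 strain per well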
# LAP4 TOR yeast – yeast TOR pathway LAP4-GFP modulation; S. cerevisiae LAP4-GFP multiplex, flow cytometry GFP, 3 h; median GFP as percent of DMSO wells; GFP response vs DMSO, % at 10 µM; actives 0.34% (n = 320,000);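 active = GFP response vs DMSO above a set limit, about the screen mean plus 3 SD, cut at about 150% in these data; inconclusive = under 70 cell events counted for the yeast strain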
# Numbers without * were called inactive; u = inconclusive; x = not tested or not shown; [ ] = dose if it differs, or a comment. Not a hit list; any-hit rate near 3.5%.
SMILES,proCasp3 act,procasp7 counter,AHR act,MEP2-GFP yeast,CIT2-GFP yeast,RPL19A TOR yeast,AGP1 TOR yeast,LAP4 TOR yeast
CC(NC(=O)C(=O)NCCN1CCN(C(=O)c2ccccc2Br)CC1)c1ccccc1 (configuration not stated),-2.2,-3.2,0.4,109.5,104.5,102.8,101.3,98.3
CCc1cc(C(=O)N2CCCC(C(=O)c3ccc(OC)c(F)c3)C2)n(C)n1 (configuration not stated),9.7,-1.6,2.5,102.7,98.8,100.6,92.5,99.0
CC(C)(C)OC(=O)N/N=C/c1ccc(N2CCOCC2)s1,-8.6,4.0,5.3,100.2,102.0,96.3,95.2,93.0
COc1ccc(-n2c(Cc3cccn3C)nnc2SCC(=O)Nc2ccc3c(c2)OCO3)cc1,-6.9,-4.7,-0.4,107.4,104.4,100.4,104.9,100.4
COc1ccc(N2CCN(C(CNC(=O)C(=O)NCCC3=CCCCC3)c3ccco3)CC2)cc1 (configuration not stated),9.6,1.6,-1.1,105.0,94.1,100.1,100.0,98.3
CCOC(=O)c1c(C)[nH]c(C(=O)OCC(=O)Nc2ccc(OC)c(Cl)c2)c1C,0.1,-2.3,6.3,112.3,94.7,99.1,98.0,103.5
CCOC(=O)Cn1c(COc2ccccc2OC)[n+](C)c2ccccc21,2.9,5.3,-0.6,100.3,95.9,100.1,106.9,111.3
Cc1ccc(NC(=O)N2CCC(c3ccccc3)C2)cc1C (configuration not stated),3.7,2.5,3.7,100.0,88.1,96.2,98.0,110.6
COc1ccc([C@H]2CC(=O)C=C(c3cccc4c3Oc3ccccc3S4)C2)cc1OC,5.3,14.1,9.7,89.3,99.1,91.8,64.8,86.3
Cc1cc(C)nc(SCC(=O)c2ccc3c(c2)OCCO3)n1,-6.0,-2.8,-1.4,86.9[may fluoresce red and violet],u,u,u,108.0[may fluoresce red and violet]
CCCCn1c(-c2ccc([N+](=O)[O-])cc2)n[nH]c1=S,-11.1,-26.8,3.0,92.0,88.1,92.0,84.0,85.0
CCOc1ccc(CNC(=O)C2CCN(c3nn4c(=O)cc(C)nc4s3)CC2)cc1,-1.8,22.3,-1.0,97.5,103.8,99.8,105.8,100.0
COc1ccc(S(=O)(=O)N2CCOCC2)cc1C(=O)N1CCCC1,3.3,7.3,-5.6,100.8,94.7,99.0,101.8,102.0
Cn1c(=O)n(-c2cccc(Cl)c2)c(=O)c2c3c(sc21)COC(C)(C)C3,6.0,1.6,1.3,111.8,113.5,101.2,107.3,93.5
Cc1cccn2cc(-c3ccc(S(=O)(=O)N4CCCCC4)cc3)nc12,6.5,-2.5,-0.7,94.9,87.5,99.0,97.7,95.8
CCOC(=O)N1CCN(C(=O)C(NC(=O)c2ccc(CC)cc2)C(C)C)CC1 (configuration not stated),10.0,6.8,0.8,90.5,77.5,112.5,81.4,78.5
CN(C)S(=O)(=O)c1cccc(C(=O)NCC(C)(C)CNC(=O)c2cccc(S(=O)(=O)N(C)C)c2)c1,-2.3,1.0,0.2,111.3,98.4,105.6,101.8,106.8
C=CCn1c(CNC(=O)c2ccccc2F)nnc1SCC(=O)N1CCOCC1,3.8,2.1,4.5,104.3,104.1,108.0,98.5,84.7
O=C(O)C1CCCN1S(=O)(=O)c1ccc2c(c1)CCC2 (configuration not stated),4.9,2.0,0.7,105.3,99.0,102.9,100.1,98.2
CC(C)(C)NC(=O)CSc1n[nH]c(=O)n1-c1ccccc1,-8.8,7.9,-1.2,104.8,106.4,105.2,101.9,93.5

# Exported as tab-separated lines: part of the list above.
mol	proCasp3 act	procasp7 counter	AHR act	MEP2-GFP yeast	CIT2-GFP yeast	RPL19A TOR yeast	AGP1 TOR yeast	LAP4 TOR yeast
COc1ccc([C@H]2CC(=O)C=C(c3cccc4c3Oc3ccccc3S4)C2)cc1OC	5.3	14.1	9.7	89.3	99.1	91.8	64.8	86.3
Cc1cc(C)nc(SCC(=O)c2ccc3c(c2)OCCO3)n1	-6.0	-2.8	-1.4	86.9[may fluoresce red and violet]	u	u	u	108.0[may fluoresce red and violet]
CCCCn1c(-c2ccc([N+](=O)[O-])cc2)n[nH]c1=S	-11.1	-26.8	3.0	92.0	88.1	92.0	84.0	85.0
CCOc1ccc(CNC(=O)C2CCN(c3nn4c(=O)cc(C)nc4s3)CC2)cc1	-1.8	22.3	-1.0	97.5	103.8	99.8	105.8	100.0
COc1ccc(S(=O)(=O)N2CCOCC2)cc1C(=O)N1CCCC1	3.3	7.3	-5.6	100.8	94.7	99.0	101.8	102.0
Cn1c(=O)n(-c2cccc(Cl)c2)c(=O)c2c3c(sc21)COC(C)(C)C3	6.0	1.6	1.3	111.8	113.5	101.2	107.3	93.5
Cc1cccn2cc(-c3ccc(S(=O)(=O)N4CCCCC4)cc3)nc12	6.5	-2.5	-0.7	94.9	87.5	99.0	97.7	95.8
CCOC(=O)N1CCN(C(=O)C(NC(=O)c2ccc(CC)cc2)C(C)C)CC1 (configuration not stated)	10.0	6.8	0.8	90.5	77.5	112.5	81.4	78.5
CN(C)S(=O)(=O)c1cccc(C(=O)NCC(C)(C)CNC(=O)c2cccc(S(=O)(=O)N(C)C)c2)c1	-2.3	1.0	0.2	111.3	98.4	105.6	101.8	106.8
C=CCn1c(CNC(=O)c2ccccc2F)nnc1SCC(=O)N1CCOCC1	3.8	2.1	4.5	104.3	104.1	108.0	98.5	84.7
O=C(O)C1CCCN1S(=O)(=O)c1ccc2c(c1)CCC2 (configuration not stated)	4.9	2.0	0.7	105.3	99.0	102.9	100.1	98.2
CC(C)(C)NC(=O)CSc1n[nH]c(=O)n1-c1ccccc1	-8.8	7.9	-1.2	104.8	106.4	105.2	101.9	93.5

# Other results:
SMILES,proCasp3 act,procasp7 counter,AHR act,MEP2-GFP yeast,CIT2-GFP yeast,RPL19A TOR yeast,AGP1 TOR yeast,LAP4 TOR yeast
O=C(COc1ccccc1[N+](=O)[O-])N/N=C/c1ccncc1,0.4,1.9,5.0,102.9,103.7,95.5,102.7,99.9
Cc1nn(Cc2ccc(Cl)c(Cl)c2)c(C)c1NC(=O)c1cn(-c2ccccc2)nc1-c1ccccc1,-0.9,0.2,4.8,99.0,98.0,98.1,106.7,97.6
Cc1ccc(CC2S/C(=C(/C#N)C(=O)NCc3ccco3)N(c3ccccc3)C2=O)cc1 (configuration not stated),-1.2,1.3,-0.1,100.5,105.3,101.3,106.6,98.5
COc1ccc(OC)c(/C=C/C(=O)N(C)CC(=O)Nc2ccc(N3CCOCC3)cc2)c1,0.4,-0.9,3.7,111.4,104.8,112.3,106.6,108.2
Cc1cc([N+](=O)[O-])cc2c1NC(=O)C2(O)N1CCCC(C)C1 (configuration not stated),-0.2,-2.2,12.2,105.4,99.2,103.4,100.8,105.6
CCOC(=O)C(C)Oc1ccccc1C1NC(=O)NC(C)=C1C(=O)Nc1ccc(C)c(C)c1 (configuration not stated),-5.2,4.0,3.6,103.8,94.3,99.4,99.6,104.1
Nc1c(-c2ccccc2)cnn1-c1cccc(C(F)(F)F)c1,6.0,-5.7,-1.1,125.9,93.0,75.8,x,117.1
OC(CN1C2=NCCN2c2ccccc21)c1ccc2c(c1)OCO2 (configuration not stated),1.6,4.1,4.4,99.3,104.8,102.0,99.3,105.9
COC(=O)/C=C1\SC(=Nc2ccccc2)NC1=O,4.6,-3.4,-0.1,106.7,99.3,100.9,106.6,95.3
c1ccc(-c2nc[nH]c2-c2ccccc2)cc1,-3.1,-8.6,25.1,96.3,92.8,91.2,x,87.6
COC(=O)c1cc(OC)c(OC)cc1NC(=S)N1CCCC1,7.0,4.9,5.4,96.7,102.0,96.0,104.8,107.9
Cc1ccc2cc(NC(=O)c3ccc(C(C)(C)C)cc3)ccc2n1,0.8,3.0,-6.5,115.8,98.3,103.6,94.2,113.8
CCn1c(CNC(=O)c2cccc(C)c2)nnc1SCC(=O)NC1CCCCC1C (configuration not stated),-9.3,-2.4,-0.1,104.7,89.2,95.8,96.4,103.5
Fc1ccccc1N1CCN(C(c2ccncc2)c2nnnn2C2CCCC2)CC1 (configuration not stated),0.6,0.9,3.8,97.1,106.3,97.5,106.1,100.3
CC1CCN(CCCOc2ccc(OCc3ccccc3)cc2)CC1,-5.0,-23.6,12.7,100.3,103.2,94.5,100.5,98.0
Cc1ccc2cccc(S(=O)(=O)Nc3ccc4c(c3)OCO4)c2n1,6.7,3.1,8.9,111.7,94.2,99.4,108.0,103.3
CCOC(=O)N1CCN(c2nc(C)c3c(n2)CC(C)CC3=O)CC1 (configuration not stated),2.7,5.6,-2.3,112.9,102.7,99.0,104.1,107.6
COc1ccc2cc(C3(C)NC(=O)N(CC(=O)N4CCCCC4)C3=O)ccc2c1 (configuration not stated),7.6,6.0,-0.1,99.0,97.5,96.5,99.7,93.4
O=C(NCc1cccc(F)c1)C1CCN(C(=O)c2sccc2-n2cccc2)CC1,13.8,0.5,-1.9,104.5,102.2,101.4,102.2,98.6
O=C(COc1c(Br)cc(Br)cc1Br)N/N=C/c1ccco1,x,x,x,100.0,93.9,110.7,92.2,75.7

# 3 structures out of the list, arranged by molecular weight, lowest first.
SMILES,proCasp3 act,procasp7 counter,AHR act,MEP2-GFP yeast,CIT2-GFP yeast,RPL19A TOR yeast,AGP1 TOR yeast,LAP4 TOR yeast
Cc1ccc2cc(NC(=O)c3ccc(C(C)(C)C)cc3)ccc2n1,0.8,3.0,-6.5,115.8,98.3,103.6,94.2,113.8
CC1CCN(CCCOc2ccc(OCc3ccccc3)cc2)CC1,-5.0,-23.6,12.7,100.3,103.2,94.5,100.5,98.0
CCOC(=O)C(C)Oc1ccccc1C1NC(=O)NC(C)=C1C(=O)Nc1ccc(C)c(C)c1 (configuration not stated),-5.2,4.0,3.6,103.8,94.3,99.4,99.6,104.1

# Continued:
SMILES,proCasp3 act,procasp7 counter,AHR act,MEP2-GFP yeast,CIT2-GFP yeast,RPL19A TOR yeast,AGP1 TOR yeast,LAP4 TOR yeast
CSc1ccccc1NC(=O)c1ccccn1,-6.3,8.2,3.0,105.3,100.6,104.3,95.4,93.0
CSc1ncc(C(=O)Nc2ccc(Br)cn2)c(C)n1,x,x,x,103.6,101.7,105.3,96.2,85.2
O=C(CN1C(=O)NC2(CCCCCC2)C1=O)c1ccccc1,-0.3,4.3,1.1,84.6,93.2,91.6,92.0,87.0
COC(=O)CSCC(=O)Nc1cc2c(cc1C(C)=O)OCO2,-4.8,-2.1,4.2,106.4,101.6,101.1,104.4,99.1
Cc1c(CC(=O)N[C@@H](CCCNC(N)=O)C(=O)O)c(=O)oc2cc3oc4c(c3cc12)CCCC4,-4.0,7.8,0.8,102.7,108.9,99.2,104.0,101.1
CC1(c2ccccc2)NC(=O)N(CC(=O)NNC(=O)c2cccc(Cl)c2)C1=O (configuration not stated),2.8,-0.2,0.1,103.4,100.6,98.6,104.2,96.2
CC(=O)C1=C(C)NC2=C(C(=O)c3ccccc32)C1c1ccccc1 (configuration not stated),-0.4,-5.9,2.2,90.9,87.6,87.0,94.4,86.2
